# Screening data (PubChem)
# POLK inh = qHTS for Inhibitors of Polymerase Kappa; AID 588579, 2011; purified Pol kappa, fluorescent DNA synthesis assay, 10 min; DNA polymerase kappa (Homo sapiens), Q9UBT6; Potency, µM (highest dose often 107 µM), inactives show at the highest dose activity, negative = inhibition, usual class: inhibitors; 400,000 compounds, 0.53% hits; note: potency is the fitted concentration of half-maximal effect; % is set by controls: 0 for no effect and ±100 for the full control effect
#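 Kinetic fluorescence screen: compound preincubated 15 min RT with 10 nM enzyme; 50 nM substrate (final) initiates; reads at 0/10 min.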
# Pol iota inh = qHTS for Inhibitors of Polymerase Iota; 390,000 compounds, 1% hits; Potency, µM (top dose mostly 115 µM), for the others: top-dose activity, negative = inhibition, usual class: inhibitors; DNA polymerase iota (Homo sapiens), Q9UNA4; AID 588590, 2011; Pol iota fluorescent replication assay, 10 min; note: potency is the fitted concentration of half-maximal effect
#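 Pol iota at 10 nM preincubated 15 min with compounds at room temperature; reaction started with fluorescent substrate, 50 nM final. Fluorescence read kinetically at 0 and 10 min; buffer-only wells as negative control.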
# APEX1 inh = qHTS Assay for Inhibitors of the Human Apurinic/apyrimidinic Endonuclease 1 (APE1); DNA repair nuclease/redox regulator APEX1 (Homo sapiens), P27695; 350,000 compounds, 0.35% hits; AID 2517, 2012; recombinant APE1, TAMRA/BHQ-2 abasic DNA cleavage fluorescence; Potency, µM (highest dose often 65.8 µM), inactives show at the top dose activity change, negative = inhibition, hits mostly inhibitors;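 note: potency is the fitted concentration of half-maximal effect; plate controls were vehicle for no effect and reference inhibitor for full effect; nearly all actives have a fitted effect of over 55% in size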
# Target sequence (P27695 whole entry, looked up): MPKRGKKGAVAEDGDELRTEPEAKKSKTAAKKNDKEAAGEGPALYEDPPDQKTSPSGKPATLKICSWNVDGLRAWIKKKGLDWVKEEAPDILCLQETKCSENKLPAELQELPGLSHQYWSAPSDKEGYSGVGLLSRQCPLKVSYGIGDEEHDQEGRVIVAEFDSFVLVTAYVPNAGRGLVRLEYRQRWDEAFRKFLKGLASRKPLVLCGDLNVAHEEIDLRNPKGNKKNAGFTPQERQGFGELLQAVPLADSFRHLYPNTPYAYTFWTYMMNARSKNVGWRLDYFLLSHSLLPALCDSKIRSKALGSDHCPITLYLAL
#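 APE1 at 0.75 nM preincubated 15 min at room temperature with compound. Reaction then started with 50 nM double-stranded THF-abasic substrate labelled with TAMRA/BHQ-2, and 525/598 nm fluorescence read kinetically. Activity taken as third-minus-first read difference, normalized to DMSO and NSC13755 controls.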
# POLH inh = qHTS for Inhibitors of Polymerase Eta | AID 588591, 2011 | recombinant Pol eta, fluorescent DNA replication assay | 390,000 compounds, 1.2% hits | DNA polymerase eta (Homo sapiens), Q9Y253 | Potency, µM (top dose mostly 114 µM), for the others: at the top dose activity change, negative = inhibition, most hits filed as inhibitors; note: potency is the fitted concentration of half-maximal effect; % is set by controls: 0 for no effect and ±100 for the full control effect
# Target sequence (Q9Y253 whole entry, looked up): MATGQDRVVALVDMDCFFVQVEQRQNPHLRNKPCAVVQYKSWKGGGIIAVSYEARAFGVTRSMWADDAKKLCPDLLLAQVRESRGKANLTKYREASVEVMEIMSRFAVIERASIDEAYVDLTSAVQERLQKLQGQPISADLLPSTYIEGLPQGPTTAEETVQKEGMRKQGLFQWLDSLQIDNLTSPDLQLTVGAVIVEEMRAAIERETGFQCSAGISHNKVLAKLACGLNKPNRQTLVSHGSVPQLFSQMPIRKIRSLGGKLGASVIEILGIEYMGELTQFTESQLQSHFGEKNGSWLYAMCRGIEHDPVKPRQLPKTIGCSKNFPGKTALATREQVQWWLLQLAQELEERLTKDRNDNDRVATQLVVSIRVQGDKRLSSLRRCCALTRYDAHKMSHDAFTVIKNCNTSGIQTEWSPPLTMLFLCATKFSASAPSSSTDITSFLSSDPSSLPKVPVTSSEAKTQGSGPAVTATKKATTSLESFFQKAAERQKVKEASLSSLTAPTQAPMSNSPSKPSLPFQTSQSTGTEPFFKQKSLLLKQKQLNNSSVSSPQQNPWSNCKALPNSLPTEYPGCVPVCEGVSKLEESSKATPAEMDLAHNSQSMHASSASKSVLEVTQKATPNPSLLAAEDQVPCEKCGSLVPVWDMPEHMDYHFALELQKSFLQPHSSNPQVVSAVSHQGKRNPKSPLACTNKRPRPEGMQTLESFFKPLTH
#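 Fluorescent replication assay: 50 nM final substrate added after a 15 min room-temperature compound preincubation with 10 nM enzyme. Signal taken at 0 min and again at 10 min.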
# Anesthetic bind = qHTS Assay for Identification of Novel General Anesthetics; Potency, µM (series often up to 77.5 µM), without a hit: top-dose activity change, negative = displacement, usual class: inhibitors; apoferritin/1-aminoanthracene competitive binding, fluorescence; 350,000 compounds, 0.074% hits; AID 485281, 2010; note: potency is the fitted concentration of half-maximal effect; % is set by controls: 0 for no effect and ±100 for the full control effect; nearly all actives have a fitted effect of over 20% in size
#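 Concentration-response curves derived by four-parameter Hill fitting of normalized fluorescence, where compounds displaced 1-AMA from 10 uM horse apoferritin following a brief 10 min room-temperature incubation; propofol titration acted as positive control.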
# POLB inh = qHTS Assay for Inhibitors of DNA Polymerase Beta | P06746 | Pol beta primer extension/strand displacement, fluorescence kinetic | Potency, µM (doses to about 114 µM), for inactives: at the highest dose activity change, negative = inhibition, most hits filed as inhibitors | 340,000 compounds, 1.3% hits; note: potency is the fitted concentration of half-maximal effect; % is set by controls: 0 for no effect and ±100 for the full control effect
#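 10 nM enzyme + cpd, 15 min RT; start with substrate 50 nM final; read 0 min and after 10 min RT. Corrected, normalized data; 4-parameter Hill curve fit.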
# RXFP1 antagonist = qHTS Assay for Antagonists of the Relaxin Receptor RXFP1. Relaxin receptor 1 (Homo sapiens), Q9HBX9. HEK293-RXFP1, relaxin-stimulated cAMP HTRF, 30 min; hits give low values. activity change, negative = inhibition, % at 57.5 µM. 350,000 compounds, 0.59% hits. AID 1259400, 2018;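 active = activity change of -60% or lower, but not beyond a set lower limit; inconclusive = change between -60% and -40%, or beyond the set limit; inactive = change above -40%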; note: % is set by controls: 0 for no effect and ±100 for the full control effect
# Tb PGK inh = qHTS Assay to Find Inhibitors of Phosphoglycerate Kinase. Phosphoglycerate kinase, glycosomal (Trypanosoma brucei brucei), P07378. PGK/GAPDH coupled, Kinase-Glo luminescence, 60 min. Potency, µM (titrated, usually from 57.5 µM), inactives show at the top dose activity change, negative = inhibition, actives largely listed as inhibitors. 380,000 compounds, 0.043% hits. AID 602233, 2012; note: potency is the fitted concentration of half-maximal effect; % is set by controls: 0 for no effect and ±100 for the full control effect; nearly all actives have a fitted effect of over 60% in size
#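 Luminescent ATP detection (Kinase-Glo Plus) follows a 60-minute room-temperature incubation, with wells lacking PGK as controls. Buffer: 100 mM TEA (pH 7.6), 5 mM MgCl2, 0.01% Tween-20. Coupling enzyme GAPDH (100 nM final) supplies unstable 1,3-BPG in-well.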
# BLM helicase inh = qHTS Assay for Inhibitors of Bloom's syndrome helicase (BLM); RecQ-like DNA helicase BLM (Homo sapiens), P54132; recombinant BLM DNA unwinding, fluorescence dequenching; Potency, µM (doses to about 56.1 µM), for inactives: top-dose activity change, negative = inhibition, actives largely listed as inhibitors; 350,000 compounds, 0.2% hits;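 note: potency is the fitted concentration of half-maximal effect; plate controls were vehicle for no effect and no enzyme for full effect; nearly all actives have a fitted effect of over 35% in size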
# Active calls of the source: *; i = inactive; ? = inconclusive; nt = no result given; & = joins results of further samples; [ ] = remark or other dose. Unless noted, calls come from the whole dose curve; as a rule, active = well fitted curve in the direction sought with a large enough effect; inconclusive = small, poorly fitted or top-dose-only effect, or another doubt; inactive = no such curve, though single readings can be large; an effect the other way counts as inactive or inconclusive.
Compound,POLK inh,Pol iota inh,APEX1 inh,POLH inh,Anesthetic bind,POLB inh,RXFP1 antagonist,Tb PGK inh,BLM helicase inh
Oc1ccc(/C=N/NC(=S)N2CCOCC2)cc1,-1%,74%[activator],-1%,-16%,-9%,21%,-15,-6%,-5%
Oc1ccccc1CNCCCN1CCOCC1,-8%,106%[activator],9%,-27%,-8%,4%,2,4%,-3%
Cc1cccc(Cn2c(N3CCc4ccccc4C3)nc3c2c(=O)[nH]c(=O)n3C)c1,5%,7%,0%,-9%,-6%,20%,16,1%,0%
CCCn1c(N2CCOCC2)nc2c1c(=O)[nH]c(=O)n2C,-3%,4%,-1%,3%,-16%,-3%,13,nt,1%
O=C(Cc1cccs1)Nc1cccc(C(=O)Nc2ccco2)c1,-4%,19%,2%,-11%,-16%,-25%,4,6%,0%
O=C(Nc1ccc(C(=O)NCc2ccccc2Cl)cc1)C1=CSCCO1,-20%,-9%,-14%,3%,-6%,7%,20,5%,-7%
CN(C)S(=O)(=O)c1ccc(NC(=O)N2CCN(c3ccccc3Cl)CC2)cc1,-10%,10%,-3%,1%,-8%,-9%,2,3%,-5%
CC(=O)c1ccsc1B(O)O,2%,-16%,-2%,nt,-6%,nt,nt,nt,-2%
FC(F)(F)c1cc(-c2cccs2)nc(N2CCOCC2)n1,-4%,-6%,0%,-12%,-8%,6%,-12,i,-6%
CCc1c(C)sc(NC(=O)/C=C/C(=O)O)c1C(N)=O,-7%,7%,17%,1%,-5%,47%,8,-15%,-7%
O=C(CSc1oc(-c2ccc(F)cc2)nc1S(=O)(=O)c1ccc(F)cc1)NCC1CCCO1 (stereo not given),-10%,-7%,26%,4%,12%,15%,-3,4%,6%
Fc1ccc(NC(=S)NN=Cc2ccccc2Cl)cc1,-10%,-10%,nt,-21%,nt,nt,-7,-7%,nt
Cc1nc(OCC(=O)c2ccc(Cl)cc2)c(C#N)c2c1COC(C)(C)C2,3%,5%,12%,-3%,-20%,5%,1,3%,-9%
O=C(NNC(=O)c1ccccc1Cl)c1cccnc1,0%,27%,-6%,-29%,1%,7%,10,i,-5%
CSCC(=O)Nc1cc(C)on1,-8%,-24%,-1%,-2%,10%,5%,2,0%,-2%
CCCn1cnc2c(Sc3c([N+](=O)[O-])ncn3C)nc(N)nc21,-5%,-11%,nt,?,nt,nt,4,5%,nt
Cc1csc(CN(C)C(=O)C2CCC(=O)N(CCN(C)C)C2)n1 (stereo not given),2%,13%,78%[activator],-22%,1%,13%,-1,i,-1%
O=C(COc1coc(CN2CCN(c3ccccc3F)CC2)cc1=O)Nc1ccccc1,8%,-25%,17%,7%,nt,nt,28,5%,nt
CCN(CC)c1nn2c(=O)c(C(=O)NCc3cccc(C)c3)cnc2s1,-9%,-18%,nt,2%,-12%,-2%,-17,i,-2%
O=C1CCN(Cc2ccco2)C(=S)N1,-3%,38%[activator],nt,-18%,nt,nt,3,-6%,nt
CCC(=O)N1c2ccc(S(=O)(=O)CCC(=O)N3CCN(c4cc(C)ccc4C)CC3)cc2CC1C (stereo not given),-8%,4%,nt,-16%,-13%,3%,nt,-4%,-6%
CS(=O)(=O)Nc1cccc2cccnc12,-3%,-13%,-1%,-15%,-8%,-16%,-22,i,2%
CCC1Sc2ccc(S(=O)(=O)CCC(=O)NCc3ccc(C)o3)cc2NC1=O (stereo not given),-13%,-26%,61%[activator],0%,-14%,-28%,-1,-4%,-2%
Cc1c(NC(=O)c2cc(Br)ccc2Cl)cccc1-n1cnnn1,14%,46%[activator],52%[activator],-8%,nt,nt,-5,i,nt
Cc1ccc(-c2onc(C)c2C)cc1S(=O)(=O)N1CCOc2ccc(Cl)cc21,-6%,?,nt,-11%,39%[activator],35%,nt,-2%,-6%
Cc1ccc(C(=O)O)cc1S(=O)(=O)N1CCSCC1,4%,-18%,4%,-11%,-5%,34%,-13,i,3%
O=C(COc1ccc2c3c(c(=O)oc2c1)CCC3)NCc1cccnc1,1%,42%[activator],19%,-20%,-4%,-2%,9,1%,-4%
O=C(N/N=C/c1ccc(-c2ccccc2C(=O)O)o1)c1cccs1,25µM*,20µM*,3%,18µM*,23%,14µM*,-15,-9%,-9%
CCCCNC(=O)CN1CCN(c2ncc(NC(=O)c3ccc(Cl)cc3)cc2C(=O)O)CC1,-1%[60.1 µM],37%[activator],nt,nt,0%,?,-2,nt,0%
CN(C1CCCCC1)S(=O)(=O)c1ccc(NC(=O)C2CCCCC2)cc1,-9%,-11%[58.9 µM],1%,-17%,-19%,-1%,14,i,3%
O=C(c1cccs1)N1CCN(c2ccc(F)cc2)CC1,-2%,2%,2%,-6%,-7%,1%,-7,i,-3%
Cc1cccc(OCc2nc(CC(=O)Nc3ccc(Cl)cc3)cs2)c1,-3%,24%,nt,6%,-8%,-2%,-15,-6%,0%
N#Cc1c(-c2ccco2)cc(-c2ccc(F)cc2)nc1N,-4%,?,-10%,?,54%[activator],10%,-15,-3%,-17%
COc1cccc(C(=O)Nc2cnc(NC(=O)c3ccco3)cc2C)c1,-15%,-1%,-5%,1%,-6%,10%,2,0%,2%
FC(F)(F)c1cc(C(F)(F)F)c2ccc(N/N=C/c3ccccc3)nc2n1,-5%,15%,13%,-15%,-16%,9%,-4,i,-2%
COc1ccc(-n2cnnc2SC(C)C(=O)Nc2cccc([N+](=O)[O-])c2)cc1 (stereo not given),-16%,15%,-2%,-19%,-11%,2%[57.1 µM],8,-4%,4%
Cc1ccc(NC(=O)Cn2c(=O)oc3ccccc32)cc1Cl,-23%,92%&-25%[activator],-8%,0%&-3%,-10%&-9%,40µM*,-3&-13,-3%,-9%&-4%
CCOCCCn1c(SCC(=O)Nc2ccc(OC)cc2)nc2ccccc2c1=O,0%,-23%,50%[activator],-6%,-9%,-4%,2,i,0%
Clc1ccc(NCc2cccnc2)c(Cl)c1,-9%,76%[activator],-2%,-2%,?,-4%,4,-1%,-3%
COc1ccc(-c2cc(C(F)F)n3ncc(C(=O)NCC4CCCO4)c3n2)cc1 (stereo not given),-9%,?,-1%,-2%,6%,-15%,-11,-8%,-2%

# For convenience, 4 of the compounds above.
Compound,POLK inh,Pol iota inh,APEX1 inh,POLH inh,Anesthetic bind,POLB inh,RXFP1 antagonist,Tb PGK inh,BLM helicase inh
CCC(=O)N1c2ccc(S(=O)(=O)CCC(=O)N3CCN(c4cc(C)ccc4C)CC3)cc2CC1C (stereo not given),-8%,4%,nt,-16%,-13%,3%,nt,-4%,-6%
CS(=O)(=O)Nc1cccc2cccnc12,-3%,-13%,-1%,-15%,-8%,-16%,-22,i,2%
CCC1Sc2ccc(S(=O)(=O)CCC(=O)NCc3ccc(C)o3)cc2NC1=O (stereo not given),-13%,-26%,61%[activator],0%,-14%,-28%,-1,-4%,-2%
Cc1c(NC(=O)c2cc(Br)ccc2Cl)cccc1-n1cnnn1,14%,46%[activator],52%[activator],-8%,nt,nt,-5,i,nt

# (more compounds)
# Every second line gives: POLK inh	Pol iota inh	APEX1 inh	POLH inh	Anesthetic bind	POLB inh	RXFP1 antagonist	Tb PGK inh	BLM helicase inh
- COc1ccc(CCC(=O)NC2CCCN(Cc3ccc(Cl)cc3)C2)cc1OC (stereo not given)
 : 4%	9%	11%	-12%	-2%	9%	0	-2%	5%
- COc1cc(F)cc(-c2ccc3c(c2)c(C#Cc2ccsc2)c(-c2cc(OC)cc(OC)c2)n3C)c1
 : 11%	34%	38%	-7%	nt	nt	nt	i	nt
- O=C(/C=C/c1ccco1)Nc1ccc(Oc2ccc(Cl)cc2)cc1
 : -9%	?	-3%	-17%	?	31%	-16	-3%	-7%
- CCCCn1c(N)c(Sc2ccc([N+](=O)[O-])cc2)c(=O)[nH]c1=O
 : 5%	5%	10%[12.4 µM]	-5%	0%	35%	-3	-8%	1%
- COC(=O)C1=C(C)NC(=O)NC1c1cn(-c2ccccc2)nc1-c1ccc(OC)c(Br)c1 (stereo not given)
 : -12%	1%	nt	-16%	0%	?	nt	2%	-15%
- CCN(CC)S(=O)(=O)c1ccc(N2CCOCC2)c(NS(=O)(=O)c2ccc(OC)cc2)c1
 : 5%	21%	9%	17%	-17%	22%	11	-3%	-2%
- O=S(=O)(NCc1ccccn1)c1ccc2c(c1)OCCO2
 : -7%	4%	-1%	2%	4%	0%	17	7%	1%
- CCOC(=O)CSc1nc2c(sc(=S)n2CCc2ccccc2)c(=O)n1Cc1ccco1
 : -14%	?	-2%	2%	-18%	35%	7	-12%	-8%
- CCOC(=O)c1c(C)c(C(=O)NCc2ccc3c(c2)OCO3)c(C)n1C
 : -3%	17%	-2%	-10%	-9%	2%	-1	1%	-1%

# Only part of the results is shown, so the mix of outcomes need not match the whole.
